# AID2073: inhibitors of Mint1-CaV2.2 protein interaction, biochemical, HTRF (AID 2073). Voltage-dependent N-type calcium channel subunit alpha-1B (Homo sapiens). HTRF protein-protein interaction, Mint1-CaV2.2; higher % means a stronger effect. one-dose inhibition, % at 20 µM; IC50 in µM for titrated hits. hit rate 0.19% among 290,000; in the data active = inhibition mostly above about 51%, no sharp cut-off; inconclusive = no clear call, values can overlap the other calls; inactive = mostly below about 53%; note: some results filed as inactive read as strong as hits
# MT stabilize HCS: microtubule stabilizers in HeLa cells, primary screen, imaging, high-content imaging | HeLa tubulin immunostaining HCS, 24 h; share of cells brighter than vehicle mean+2SD | % tubulin-high responders, % at 10 µM | hit rate 0.83% among 200,000;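 active = plate Z-score above 3 for both tubulin-high and condensed-nucleus cell shares, with cell loss under 80%, at 10 µM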;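 note: anti alpha tubulin signal scored within the nucleus-defined area of each cell; some results filed as inactive read as strong as hits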
# Ins promoter up: insulin promoter activators in MIN6 cells, imaging, high-content screening, mouse beta cells. MIN6 insulin promoter-GFP reporter; hits give high values. z-score at 5 µM. hit rate 0.3% among 190,000;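 active = z-score above 3 at 5 µM with at least 500 cells counted in the well; inconclusive = wells under 500 cells, flagged as cytotoxic or low count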
# Yfh1-depleted yeast: enhancers of respiration in Yfh1-depleted yeast, dose response, Friedreich's ataxia, plus single-dose screen (AID 1465) | S. cerevisiae Yfh1-off respiration, WST-1 reduction, 72 h; higher fold induction means a stronger effect | one-dose fold induction at 50 µM; EC50 in µM for titrated hits | hit rate 0.074% among 220,000;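 active = fold induction of absorbance versus untreated yeast above a set limit, then at least 30% activation at any dose in follow-up; inconclusive = repeats straddling the limit, or above it without dose testing; inactive = fold induction below the set limit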;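 note: activators that raise dye reduction in frataxin-depleted yeast; strong numbers were not always called active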
# Autophagy mod: autophagy modulators in MEF cells, primary screen, imaging, high-content, MEF GFP-LC3; MEF GFP-LC3 puncta imaging; test concentration mostly 10 µM; hit rate 0.98% among 190,000; calls only at 10 µM (by protocol);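 active = percentage of spot-positive cells more than 3 SD above its plate mean, without a fluorescence outlier flag or 80% toxicity; inconclusive = no clear call, values can overlap the other calls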;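 note: spot-positive cell cutoff set from DMSO-treated cells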
# bCat nuc transl: modulators of beta-catenin nuclear translocation, primary screen, imaging, HeLa cells, immunofluorescence, high-content | hit rate 0.3% among 190,000 | AID 1665, 2009 | nuclear translocation activity, % at 5 µM;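 active = nuclear translocation activity above 50% at 5 µM, with a well cell count of 50 or more; inconclusive = wells under 50 cells across six images, flagged as toxic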;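 note: per-cell ratio of nuclear to cytoplasmic median beta-catenin stain intensity; plate controls were DMSO negative control for no effect and GSK-3 inhibitor IX positive control for full effect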
#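 Test system: HeLa cells, endogenous beta-catenin; Compound: single 5 µM dose plus 0.02–20 µM confirmation series; Times: compound exposure 24 h at 37°C; Signal: fluorescence imaging of beta-catenin antibody stain plus DAPI; Read-out: % activation, nuclear-to-cytoplasmic median beta-catenin signal ratio per cell.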
# HIV fusion peptide: inhibitors of HIV fusion peptide binding, primary screen, biochemical, uHTS, fluorescence dequenching (AID 1986) | hit rate 0.3% among 290,000 | cell-free peptide binding, fluorescence dequenching, 30 min; higher % means a stronger effect | inhibition, % at 20 µM, or IC50 in µM where a hit was titrated; in the data active = inhibition mostly above about 52%, no sharp cut-off; inactive = mostly below about 76%; note: some results filed as inactive read as strong as hits
# Dynein cargo inh: inhibitors of GR-EGFP nuclear translocation, primary screen, dynein cargo transport inhibitor project, imaging, high-content, 3617.4 mouse cells; test concentration mostly 20 µM; stimulated with dexamethasone, 1 µM; hits give low values; z-score, hits read low; hit rate 0.47% among 220,000; AID 1381, 2008;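 active = plate z-score of nuclear minus cytoplasmic receptor signal below a set negative limit, without overly bright fluorescence or cell loss, cut at about -3.5 in these data, passing the limit was not always enough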;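 note: z-score of nuclear minus cytoplasmic ring GR-EGFP intensity difference per well; some compounds called inactive have numbers as strong as hits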
#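 Medium: Induction medium lacking tetracycline, stripped serum | Probe or stimulus: 1.0 µM final dexamethasone stimulus | Schedule: 48 h induction, then 1 h compound, then 30 min agonist, 37 °C | Signal: Automated 10x imaging of fixed Hoechst-stained cells | Evaluation: Per-cell GR-EGFP intensity, nucleus versus surrounding cytoplasmic ring, well-averaged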
# WT yeast gro inh: growth inhibition of WT strain, primary screen, mitochondrial fusion inhibitor project, WT and mutant strains, chemical genetic; mitochondrial fusion phenotypic screen; inhibition, % at 10 µM; hit rate 2.1% among 190,000; AID 1362, 2008; in the data active = inhibition above about 58%; tested in S. cerevisiae
# WT yeast gro inh mutant strain: recorded beside WT yeast gro inh, whose call it bears; inhibition, %; mitochondrial fusion phenotypic screen, mutant strain inhibition
# Dynein cargo inh cytoplasmic EGFP: further read-out of Dynein cargo inh, marked with its call; z-score; measured here: cytoplasmic GR-EGFP intensity; hits give high values
# Dynein cargo inh nuclear GR-EGFP: recorded beside Dynein cargo inh, whose call it bears; z-score; measured here: nuclear GR-EGFP intensity;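 lower value marks the stronger effect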
# Dynein cargo inh cell count: recorded beside Dynein cargo inh, whose call it bears; z-score; measured here: cell count per field
# Ins promoter up cell count: second read-out of Ins promoter up, no call of its own (marks repeat the call); cell count; measured here: cytotoxicity, nuclei count;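 total cells summed across four imaged fields per well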
# bCat nuc transl cell count 5 µM: second read-out of bCat nuc transl, no call of its own (marks repeat the call); cell count; measured here: cell count, cytotoxicity flag
# MT stabilize HCS Hoechst-high %: further read-out of MT stabilize HCS, marked with its call; % Hoechst-high responders; measured here: nuclear condensation Hoechst responders;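 share of cells brighter than vehicle mean plus two SD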
# MT stabilize HCS cytotoxicity %: further read-out of MT stabilize HCS, marked with its call; toxicity, %; measured here: cytotoxicity by cell density;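 0% = mean cell density of plate MIN control wells and 100% = no cells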
# Autophagy mod cell loss 18 h: also measured in Autophagy mod; calls as there; toxicity, %; measured here: cell loss, nuclei count;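 cell loss after 18 h compound exposure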
# An asterisk follows results filed as active; i = inactive; u = inconclusive; x = no result given.
SMILES,AID2073,MT stabilize HCS,MT stabilize HCS Hoechst-high %,MT stabilize HCS cytotoxicity %,Ins promoter up,Ins promoter up cell count,Yfh1-depleted yeast,Autophagy mod,Autophagy mod cell loss 18 h,bCat nuc transl,bCat nuc transl cell count 5 µM,HIV fusion peptide,Dynein cargo inh,Dynein cargo inh cytoplasmic EGFP,Dynein cargo inh nuclear GR-EGFP,Dynein cargo inh cell count,WT yeast gro inh,WT yeast gro inh mutant strain
O=C1c2ccccc2C2=Nc3ccccc3SC(c3cccc(F)c3)C12 (stereo not drawn),0%,16,5.7,52,-0.74,1164,i,i,-11,-0.2,952,-3.3%,-0.084,-0.19,-0.25,-1.3,84*,74*
NC(=O)C(c1ccc(Sc2ccccc2)nn1)c1ccc(Cl)cc1Cl (stereo not drawn),-6%,1.0,0.7,8.2,-0.64,1261,i,i,-6,-2.1,1143,-0.7%,-0.61,-0.25,-0.45,0.88,-7,-10
COc1ccc(-n2nc(C(=O)O)c3ccccc3c2=O)cc1,16%,1.8,1.3,4.5,0.01,887,i,i,-7,-3.5,1253,3.4%,-0.52,0.22,-0.17,0.075,-12,-11
Cc1ccccc1C1C(C#N)=C2N=C(N)c3ccccc3N2C2=C1C(=O)CCC2 (stereo not drawn),5%,x,x,x,-0.68,1132,i,x,x,-1.5,1317,2.6%,-0.56,-0.13,0.13,0.82,x,x
Cc1nc2ccccc2n1S(=O)(=O)c1ccc(S(=O)(=O)N2CCCCCC2)cc1,9%,1.5,1.6,14,1.6,1231,i,i,71,-7.3,856,0.5%,-0.21,-0.18,0.017,0.08,12,16
N/C(=N/OC(=O)c1ccc(Cl)cc1)c1ncc([N+](=O)[O-])s1,22%,x,x,x,0.06,876,i,x,x,0.4,1289,0.0%,-0.31,-0.22,0.28,-0.16,x,x
O=C1CCc2cc(S(=O)(=O)NC(Cc3ccccc3)C(=O)N3CCN(c4ccccn4)CC3)ccc2N1 (stereo not drawn),15%,2.1,3.0,6.7,-0.55,1178,i,i,-1,1.8,1034,0.0%,-0.25,-0.23,-0.0075,0.11,-2,5
CN(C)S(=O)(=O)c1ccc(S(=O)(=O)N2CCCC2)cc1,38%,0.9,1.1,11,x,x,i,i,-4,x,x,-1.5%,-0.22,-0.32,-0.31,-0.066,5,1
O=C(Nc1ccccc1Oc1ccccc1)c1ccc(Br)o1,8%,0.9,1.1,8.2,0.13,1117,i,i,-4,-0.4,1035,-2.9%,0.22,-0.37,0.45,0.35,53,20
CSc1nnc(C(C)(C)C)c(=O)n1/N=C/c1ccccc1O,4%,x,x,x,x,x,i,x,x,-1.6,1279,0.0%,-0.59,-0.19,-0.39,0.51,x,x
CSc1ccc(Cl)c(C(=O)Nc2ccc(Cl)cn2)c1,0%,x,x,x,-0.08,1445,i,i,8,-1.0,1080,-0.6%,-0.76,-0.21,-0.079,0.48,-1,-34
Cc1cccc(N/N=C(\C=N\N)C(=O)c2ccc(Br)cc2)c1,5%,3.6,2.9,5.1,-0.25,1320,i,i,-2,3.4,1152,-3.5%,-0.48,-0.31,0.12,0.32,77*,-4.1*
O=C1NC(=O)C(Nc2cccc3ccccc23)S1 (stereo not drawn),-3%,2.1,1.6,5.9,0.56,1089,i,i,-14,0.4,1135,9.9%,-0.62,0.036,-0.033,-0.2,-3,-1
O=C1C=C(NCc2ccc(Cl)cc2)CC(c2ccco2)C1 (stereo not drawn),2%,17,6.4,7.5,-0.21,1073,i,i,14,1.0,1071,1.5%,-0.0057,-0.0025,0.22,-0.079,2,5
O=C(NN1C(=O)c2ccccc2C1=O)c1ccccc1[N+](=O)[O-],13%,1.4,1.1,4.1,-0.44,1291,i,i,-14,-0.6,1061,0.7%,0.39,-0.059,0.55,-0.39,0,-1
CC1CC(C)CN(S(=O)(=O)c2ccc(C(=O)NCCCn3ccnc3)cc2)C1 (stereo not drawn),-9%,4.7,2.7,5.7,u,x,i,i,21,-1.0,839,3.7%,0.66,-0.1,0.52,-0.15,10,13
CC1CCN(c2nc(-c3ccccc3)c(C#N)c(=O)[nH]2)CC1,22%,4.1,2.3,9.6,-0.53,1274,i,i,-6,x,x,4.0%,-1.3,-0.12,-0.19,0.38,7,-4
Cc1cc(=O)oc2cc(Oc3ncccn3)ccc12,3%,2.7,2.2,9.3,-1.6,1225,i,i,-6,x,x,-1.6%,-0.77,-0.16,0.13,1.2,-11,4
Cc1ccc(C(=O)NC(C)c2ccccc2)o1 (stereo not drawn),19%,3.2,2.1,9.2,x,x,i,i,-3,1.4,961,0.2%,-0.42,-0.19,-0.58,-1.1,-15,-6
CCCCNc1nc2ccccc2n1CC(=O)Nc1c(C)cccc1CC,-8%,2.3,3.0,2.0,0.18,1377,i,i,-48,-1.2,586,-1.6%,-0.74,-0.31,-0.68,1.1,0,-16

# An excerpt of these results, with two lines to a compound.
# Below each SMILES: AID2073 | MT stabilize HCS | MT stabilize HCS Hoechst-high % | MT stabilize HCS cytotoxicity % | Ins promoter up | Ins promoter up cell count | Yfh1-depleted yeast | Autophagy mod | Autophagy mod cell loss 18 h | bCat nuc transl | bCat nuc transl cell count 5 µM | HIV fusion peptide | Dynein cargo inh | Dynein cargo inh cytoplasmic EGFP | Dynein cargo inh nuclear GR-EGFP | Dynein cargo inh cell count | WT yeast gro inh | WT yeast gro inh mutant strain
O=C1c2ccccc2C2=Nc3ccccc3SC(c3cccc(F)c3)C12 (stereo not drawn)
    0% | 16 | 5.7 | 52 | -0.74 | 1164 | i | i | -11 | -0.2 | 952 | -3.3% | -0.084 | -0.19 | -0.25 | -1.3 | 84* | 74*
CC1CCN(c2nc(-c3ccccc3)c(C#N)c(=O)[nH]2)CC1
    22% | 4.1 | 2.3 | 9.6 | -0.53 | 1274 | i | i | -6 | x | x | 4.0% | -1.3 | -0.12 | -0.19 | 0.38 | 7 | -4
O=C(Nc1ccccc1Oc1ccccc1)c1ccc(Br)o1
    8% | 0.9 | 1.1 | 8.2 | 0.13 | 1117 | i | i | -4 | -0.4 | 1035 | -2.9% | 0.22 | -0.37 | 0.45 | 0.35 | 53 | 20
O=C(NN1C(=O)c2ccccc2C1=O)c1ccccc1[N+](=O)[O-]
    13% | 1.4 | 1.1 | 4.1 | -0.44 | 1291 | i | i | -14 | -0.6 | 1061 | 0.7% | 0.39 | -0.059 | 0.55 | -0.39 | 0 | -1

# Remaining list, next part.
SMILES,AID2073,MT stabilize HCS,MT stabilize HCS Hoechst-high %,MT stabilize HCS cytotoxicity %,Ins promoter up,Ins promoter up cell count,Yfh1-depleted yeast,Autophagy mod,Autophagy mod cell loss 18 h,bCat nuc transl,bCat nuc transl cell count 5 µM,HIV fusion peptide,Dynein cargo inh,Dynein cargo inh cytoplasmic EGFP,Dynein cargo inh nuclear GR-EGFP,Dynein cargo inh cell count,WT yeast gro inh,WT yeast gro inh mutant strain
COc1ccc(Nc2ncc(C(=O)N3CCC(C(N)=O)CC3)c3ccccc23)cc1,18%,3.1,0.8,4.1,-0.53,1619,i,i,-1,-0.8,1358,-1.5%,-0.47,-0.23,-0.13,0.3,-7,3
Cc1ccc2c(Cl)cc(Cl)c(OCC(=O)NC(=O)NCc3ccco3)c2n1,17%,0.4,0.6,9.5,0.01,1181,i,i,1,-2.5,1004,-1.5%,-0.93,-0.071,-0.46,0.052,1,-3
O=C(NCC1(c2ccccc2)CCCC1)C(=O)N1CCOCC1,-3%,3.8,1.9,7.1,x,x,i,i,-3,-1.2,1031,2.9%,-0.62,-0.25,-0.35,-0.061,0,0
C/C(=N\N=C\c1cccc(F)c1)c1nnn(-c2nonc2N)c1C,9%,4.7,1.7,6.1,-0.12,1381,i,i,13,-0.3,994,-1.4%,-0.018,-0.26,-0.34,-0.19,-10,-25
C=CCn1c(O)c(N=NC(=O)OC(C)(C)C)c2ccccc21,21%,6.2,1.9,2.6,-0.43,1415,i,i,-7,3.7,1033,-1.0%,1,-0.089,0.35,-0.81,2,0
COC(=O)/C(=C/N(C)C)C(=O)N1CCN(c2ccc(Cl)c(Cl)c2)CC1,4%,3.4,3.2,6.7,-0.73,1333,i,i,8,1.0,1101,0.2%,0.46,-0.18,0.17,0.44,-54,-12
O=C(NCCN1CCOCC1)c1ccc([N+](=O)[O-])cc1[N+](=O)[O-],1%,3.3,1.4,8.9,0.56,1503,i,i,-11,-1.8,1420,1.0%,1.7,0.048,1.7,-1.4,-11,-11
COCCOC(=O)c1c(C)oc2ccc(NS(=O)(=O)c3ccccc3)cc12,8%,3.6,2.5,8.4,-0.29,939,i,i,10,3.3,1111,-0.5%,-1.5,-0.13,-0.58,1.6,22,4
O=C1NNC(c2ccccc2)=N/C1=C\c1ccc(Cl)cc1,21%,x,x,x,0.1,970,i,x,x,-0.6,1270,0.6%,0.076,-0.22,-0.24,0.68,x,x
CCNC(=O)c1c(NC(C)=O)sc2c1CCCC2,0%,2.1,1.1,1.8,-0.2,1553,i,i,0,-0.7,1356,6.5%,-0.24,-0.17,-0.8,-0.15,35,7

# Screens from PubChem.
